DRD3 antagonist – qHTS of D3 Dopamine Receptor Antagonist: qHTS | D3R cells, DiscoveRx beta-arrestin luminescence, antagonist mode; hits give low values | 360,000 compounds, 2.5% hits | max response, negative = inhibition, % | D(3) dopamine receptor (Homo sapiens), P35462; in the data active = max response below about -50%; inconclusive = no clear call, values can overlap the other calls; also: % is scaled to controls: 0 for no effect and ±100 for the full control effect; mostly tested at two doses, the higher about 12 µM
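Cells plated overnight at 1500 cells/well, then exposed to library compounds with dopamine controls for 90 minutes at 37 degrees C. DiscoveRx reagent added for 30–60 minutes at room temperature; luminescence read, quantitative HTS format.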
EPAC2 antagonist – qHTS for Antagonist of cAMP-regulated guanine nucleotide exchange factor 2 (EPAC2): primary screen | Rap guanine nucleotide exchange factor 4 (Homo sapiens), Q8WZA2 | EPAC2 GEF exchange of Rap1B-BODIPY-GDP, fluorescence | Potency, µM (highest dose often 114 µM), for the others: at the top dose activity, negative = inhibition, usual class: inhibitors | 360,000 compounds, 0.18% hits; also: potency is read from the fitted curve at half-maximal effect; % is scaled to controls: 0 for no effect and ±100 for the full control effect; nearly all actives have a fitted effect of over 45% in size; many of its hits are not listed in these tables
Target sequence (Q8WZA2 whole entry, looked up): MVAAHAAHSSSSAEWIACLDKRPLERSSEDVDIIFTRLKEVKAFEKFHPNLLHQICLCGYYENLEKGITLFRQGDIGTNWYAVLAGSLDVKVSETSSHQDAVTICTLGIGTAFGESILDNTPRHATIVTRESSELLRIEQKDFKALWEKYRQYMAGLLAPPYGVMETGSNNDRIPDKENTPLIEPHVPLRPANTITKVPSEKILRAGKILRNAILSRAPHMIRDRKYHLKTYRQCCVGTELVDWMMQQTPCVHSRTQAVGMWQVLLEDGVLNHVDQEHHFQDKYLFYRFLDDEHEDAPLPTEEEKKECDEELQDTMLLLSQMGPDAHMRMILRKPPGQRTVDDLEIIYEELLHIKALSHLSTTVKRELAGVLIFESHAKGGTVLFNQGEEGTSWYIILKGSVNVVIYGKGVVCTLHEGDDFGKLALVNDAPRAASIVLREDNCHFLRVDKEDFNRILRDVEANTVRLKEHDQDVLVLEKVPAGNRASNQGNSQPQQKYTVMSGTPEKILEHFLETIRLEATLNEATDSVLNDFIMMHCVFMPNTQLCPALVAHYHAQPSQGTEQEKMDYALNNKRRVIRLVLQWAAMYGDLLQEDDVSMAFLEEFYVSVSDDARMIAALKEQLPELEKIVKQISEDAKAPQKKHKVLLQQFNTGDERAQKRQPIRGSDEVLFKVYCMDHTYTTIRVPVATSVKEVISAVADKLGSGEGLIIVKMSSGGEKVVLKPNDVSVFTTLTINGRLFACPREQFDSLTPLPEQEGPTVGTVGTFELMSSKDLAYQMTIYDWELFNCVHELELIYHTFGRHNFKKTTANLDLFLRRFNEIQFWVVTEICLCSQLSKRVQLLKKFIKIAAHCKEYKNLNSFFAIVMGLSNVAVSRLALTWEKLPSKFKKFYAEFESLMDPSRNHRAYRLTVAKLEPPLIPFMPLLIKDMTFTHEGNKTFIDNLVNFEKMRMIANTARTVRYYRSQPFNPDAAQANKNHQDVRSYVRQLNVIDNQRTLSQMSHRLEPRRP
D3 ag – qHTS of D3 Dopamine Receptor Agonist: qHTS | max activation, % | 410,000 compounds, 0.58% hits | AID 652048, 2013 | D(3) dopamine receptor (Homo sapiens), P35462 | D3R DiscoveRx beta-arrestin cells, luminescence, 90 min; in the data active = max activation above about 30%; also: 0% is about no effect; mostly tested at two doses, the higher about 12 µM
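Cells at 1500/well, incubated overnight, then treated with pinned compounds (dopamine as control) for 90 min at 37 degrees C. DiscoveRx reagent added for 30 - 60 minutes at room temperature; luminescence read.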
FUS yeast rescue – qHTS for Suppressors of FUS Proteinopathy: Primary screen using FUS-linked yeast assay | S. cerevisiae FUS-expressing, growth rescue, OD600, 24 h | Potency, µM (highest dose often 76.6 µM), for inactives: at the top dose growth rescue (activation), actives largely listed as activators | 390,000 compounds, 0.24% hits;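 also: potency is read from the fitted curve at half-maximal effect; plate controls were DMSO vehicle for no effect and reference control for full effect; nearly all actives have a fitted effect of over 55% in size; some results filed as inactive show a strong effect at the top dose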
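Steps: raffinose overnight preculture; dilution to OD 0.005 in 2% galactose minimal medium; compound addition (concentration series); 24hr at 30C, 99% humidity; absorbance read at 600 nm.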
EPAC2 agonist – qHTS for Agonist of cAMP-regulated guanine nucleotide exchange factor 4 (EPAC2): primary screen; Potency, µM (highest dose often 154 µM), without a hit: at the top dose activation, actives largely listed as activators; Rap guanine nucleotide exchange factor 4 (Homo sapiens), Q8WZA2; EPAC2 activation, biochemical qHTS; response scale: 100% = 6.5 mM cAMP response; 360,000 compounds, 0.079% hits; also: potency is read from the fitted curve at half-maximal effect; nearly all actives have a fitted effect of over 50% in size
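Guanine nucleotide exchange by EPAC2 is measured as reduced fluorescence of BODIPY-GDP once it is released from 250 nM Rap1B. Plates are read kinetically for 30 min at room temperature; results are scaled to 6.5 mM cAMP.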
aSyn yeast inh – qHTS of alpha-syn Inhibitors; AID 652106, 2013; 370,000 compounds, 0.14% hits; Yeast expressing alpha-synuclein, growth rescue, BacTiter-Glo, 24 h; Potency, µM (top dose mostly 46.1 µM), for inactives: top-dose growth rescue (activation), actives largely listed as activators; also: potency is read from the fitted curve at half-maximal effect; % of control where 0% means no effect; nearly all actives have a fitted effect of over 65% in size
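Rescue of yeast growth: cells expressing toxic alpha-synuclein, induced in galactose at OD600 0.02, incubated with compound 24 h at 30 C. ATP luminescence quantified growth; inhibitors of toxicity appear as activators.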
Abeta rescue – qHTS for compounds that reverse cellular toxicity of Amyloid beta (A-beta) peptide in yeast: Primary Screen. Potency, µM (doses to about 46.1 µM), for the others: top-dose growth rescue, most hits filed as activators. 410,000 compounds, 0.063% hits. AID 1347071, 2019. yeast expressing A-beta42, growth rescue, OD600, 48 h; response scale: 0% DMSO, 100% iron-clioquinol control; also: potency is read from the fitted curve at half-maximal effect; nearly all actives have a fitted effect of over 55% in size
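Yeast A-beta toxicity model in growth medium with pinned compounds, 48 h at 30 C; growth read as absorbance at 600 nm. Normalized to FeCl3/clioquinol equimolar mix (positive) and DMSO (negative).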
TDP-43 yeast inh – qHTS of TDP-43 Inhibitors. TDP-43 expressing yeast growth rescue, BacTiter-Glo, 24 h. Potency, µM (titrated, usually from 46.1 µM), without a hit: top-dose growth rescue (activation), hits mostly activators. 410,000 compounds, 1.8% hits. AID 652104, 2013; also: potency is read from the fitted curve at half-maximal effect; % of control where 0% means no effect; nearly all actives have a fitted effect of over 50% in size
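Galactose-induced TDP-43 yeast, OD600=0.02, compound pinned; 24 hr, 30 deg C; BacTiter-Glo luminescence for growth. Inhibitors of TDP-43 toxicity read as activators.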
Starred values were filed as active, the others as inactive; ? = inconclusive; . = not tested or not shown; [ ] = remark or other dose. Unless noted, calls follow the shape of the dose curve; as a rule, active = well fitted curve in the direction sought with a large enough effect; inconclusive = small, poorly fitted or top-dose-only effect, or another doubt; inactive = no such curve, though single readings can be large; an effect the other way counts as inactive or inconclusive.

SMILES	DRD3 antagonist	EPAC2 antagonist	D3 ag	FUS yeast rescue	EPAC2 agonist	aSyn yeast inh	Abeta rescue	TDP-43 yeast inh
C=C(C)c1ccccc1	0.1	-10.9%	15.2	-32.7%	8.1%	-3.5%	-14.2%	22.0%
COc1ccc(/C(C)=N/NC(=O)c2nnn(-c3nonc3N)c2CN(C)c2ccccc2)cc1	19.8	2.6%	0.0	27.9%	0.1%	2.3%	12.8%	11.4%
Cc1cccc(NC(=O)C(=O)NCCc2csc(-c3ccc(F)cc3)n2)c1C	.	.	-2.0	-25.1%	.	.	-1.1%	0.0%
O=c1[nH]c(/C=C/c2ccc([N+](=O)[O-])cc2)c([N+](=O)[O-])c(=O)[nH]1	8.9	?	2.3	6.2%	2.9%	0.4%	-8.3%	3.5%
COC(=O)c1cc(NC(=O)c2ccccc2)c(=O)oc1C/C=N\OCc1ccc(Cl)cc1Cl	-16.2	25.2%	-1.1	65.4%	18.0%	3.8%	-6.8%	-3.2%
COc1ccc(OCc2nnc(NC(=O)Nc3ccc(F)cc3)s2)cc1	20.3	-0.6%[57.1 µM]	0.8	-18.4%	11.7%	-5.1%	-9.5%	-12.8%
O=C(C[C@@H]1C/C=C/CC[C@@H](Cc2ccc(F)cc2)C(=O)O[C@H](c2ccccc2)CNC1=O)NCCO	-4.7	7.9%	0.7	?	0.7%	-0.4%	-3.8%	0.0%
O=C(Nc1cc(Cl)ccc1N1CCCC1)C1=COCCO1	-4.0	-27.1%	-2.2	-2.2%	9.5%	-8.1%	-7.9%	13.4%
COc1ccccc1/C=C/C=N/NC(=O)c1ccncc1	-7.5	0.1%	-8.2	11.5%	-4.0%	-1.2%	-3.7%	-3.2%[9.22 µM]
CC(C)(C)c1ccc(S(=O)(=O)NC(=O)C2(C)CCN2C(=O)C2CCCCC2)cc1 (stereo unspecified)	4.4	5.9%	4.0	?	-0.2%	0.8%	-0.6%	?
CNS(=O)(=O)c1cccc(C(=O)OCC(=O)Nc2cc(F)ccc2F)c1	21.9	-0.8%	0.2	-7.2%	4.2%	7.0%	3.4%	0.3%
COc1ccc(-c2cc(C(F)(F)F)n3ncc(-c4ccccc4)c3n2)cc1	.	.	-12.8	-12.1%	.	.	-8.8%	-6.2%
O=C(Nc1cccc2cccnc12)c1ccc(Cl)cc1	3.5	-4.9%	-3.3	-4.2%	10.9%	-1.6%	-20.6%	?
O=C1c2cc([N+](=O)[O-])ccc2-c2ncccc21	-10.2	0.8%	5.8	4.3%	8.0%	22.8%	5.8%	2.0%
CC(=O)c1ccc(N=Cc2c(O)n(-c3cc(Cl)ccc3N3CCOCC3)c(=O)c3ccccc23)cc1	0.0	1.5%	-5.6	-5.6%	5.5%	11.9%	6.2%	19.9%
Cc1ccc(CNC(=O)c2cc3sccc3n2Cc2ccc(Cl)cc2)cc1	.	.	-25.2	-32.8%	.	.	-9.9%	1.4%
Cn1ccc2cc(S(=O)(=O)N3CCCN(C(=O)Nc4ccc(Br)cc4)CC3)ccc21	.	.	1.5	?	.	10.2%	-13.2%	0.6%
CC(=O)Nc1ccc(-c2cc3ccccc3o2)cc1	5.5	-14.9%	-0.8	.	2.4%	-2.3%	-7.0%	24.2%
C#CCN1C=CC(=O)[C@@H](O)[C@H]1c1ccccc1Br	0.0	-0.5%	0.8	-9.4%	6.1%	0.9%	-20.0%	1.6%
COc1ccc(NC(=O)COC(=O)c2cc(OC)c(OC)cc2NC(=O)c2ccco2)cc1OC	33.9	-0.2%	0.4	12.0%	-4.4%	0.6%	1.4%	0.0%
CC(C)(C)c1ccc(C(=O)NCCCn2ccnc2)cc1	3.8	2.6%	-3.4	3.2%	1.8%	0.5%	-12.8%	-17.2%
O=C(CN1CCN(S(=O)(=O)c2ccccc2)CC1)NC(=O)NCc1ccco1	9.6	-5.6%	2.8	-5.5%	4.6%	0.7%	-9.8%	-12.8%
CCOC(=O)CCS(=O)(=O)c1nc(-c2ccccc2)cc(C(F)(F)F)n1	-51.0*	9.3%	-21.4	.	1.3%	-5.7%	-42.5%[inhibitor]	15.8µM*
O=C(CCNC(=O)N1CC(=O)Nc2ccccc21)Nc1ccc(Br)cc1F	-23.2	4.1%	-20.7	-9.9%	1.9%	7.6%	-2.4%	13.5%
Cc1sc(NC(=O)CS(=O)(=O)c2ccccc2)c(C(N)=O)c1C	8.0	-1.3%	1.9	4.1%	9.0%	5.5%	-5.3%	-8.3%
COc1ccc(C(C)=O)cc1CSCCC#N	-5.8	-4.6%	1.0	-25.5%	-13.9%	-6.5%	-3.0%	1.8%
COc1ccccc1/C=C/C=N/n1c(-c2ccc(Cl)cc2)n[nH]c1=S	-62.6*	3.7%	-17.9	42.4%	7.0%	-2.3%	-20.9%	10.9%
Cn1cnc(S(=O)(=O)N2CCCC(C(=O)Nc3cccc(C#N)c3)C2)c1 (stereo unspecified)	.	.	-4.3	-2.1%	.	.	-10.7%	-10.3%
Cc1c(NS(=O)(=O)c2ccc3c(c2)c(=O)n(C)c(=O)n3C)c(=O)n(-c2ccccc2)n1C	-28.2	0.8%	-6.5	9.8%	10.3%	5.0%	-1.7%	12.9%
CCC(=O)c1cn(/C(=C\C(=O)OC(C)(C)C)CCC(OC)OC)cc1CC	10.7	-3.2%	-1.5	0.3%	-5.1%	-0.4%	6.7%	27.7%
CCCN1CCN(C(=O)CCCNC(=O)c2ccc(Cl)cc2)CC1	-5.4	-7.6%	1.9	-18.5%	7.7%	0.4%	15.6%	4.4%
C#CCOCCOCCOCCNc1nc(N2CCN(C(=O)[C@H](C)n3cc(CCC(=O)O)nn3)CC2)nc(N2CCN(C(=O)[C@H](C)n3cc(CCC(=O)O)nn3)CC2)n1	-2.2	16.9%	16.1	-6.5%	6.0%	0.1%	8.0%	11.3%
CCCCOCP(=O)(CCCC)COCCCC	9.6	8.9%	5.2	9.8%	-14.7%	3.2%	25.3%	10.6%
O=C(Nc1nccs1)c1cccc(S(=O)(=O)N2CCCC2)c1	1.9	0.5%	2.5	11.0%	1.0%	-4.7%	4.7%	-8.4%
Cc1ccc(CN2CC(C(=O)N3CCN(c4ccccc4O)CC3)CC2=O)cc1 (stereo unspecified)	22.4	-9.0%	1.7	17.8%	-8.3%	0.3%	3.7%	21.0%
COc1ccc(CC(=O)NCc2ccccc2)cc1	-5.1	0.4%	8.9	-20.1%	3.3%	-0.4%	-11.9%	3.6%
O=C(Nc1ccc2ccccc2c1)c1cccc(F)c1	-1.2	-0.8%	-4.7	-25.4%	-0.3%	-4.8%	-9.4%	-3.3%
COc1cc(Cl)ccc1OCc1cc(C(=O)N(C)CCc2cnn(C)c2)no1	-9.9	3.1%	-0.2	21.3%	-0.8%	7.4%	10.2%	9.9%
Cc1c(NC(=O)CN2C(=O)c3ccc([N+](=O)[O-])cc3C2=O)c(=O)n(-c2ccccc2)n1C	11.3	2.0%	5.1	16.4%	7.1%	2.9%	-3.7%	14.4%
Cc1cc(Oc2ccc(C(C)(C)C)cc2)nc(N2CCOCC2)n1	0.0	-5.5%	4.8	6.7%	3.0%	-23.5%	4.3%[9.22 µM]	19.6%
CC(/C=C/c1ccc2c(c1)OCO2)=N/NC(=O)c1ccc(C)nc1	6.5	12.5%	-4.1	.	4.6%	-1.9%	-6.6%	-11.0%
CC(C)(SC(=S)N1CCOCC1)C(=O)O	-3.5	-1.6%	4.8	0.4%	7.9%	1.1%	14.6%	-0.3%
CCN(Cc1ccncc1)Cc1ccc(OC)c(OC)c1	0.7	7.9%	-3.0	0.3%	7.4%	-1.2%	1.7%	18.4%
CCn1c(SCC(=O)Nc2cc(C)on2)nc2c(c1=O)SCC2	0.4	5.6%	4.2	.	0.1%	5.2%	0.2%	25.0%
Cc1ccccc1Oc1cccc(C(=O)/C(C#N)=C/N(C)C)c1	13.2	-9.0%	6.6	15.9%	6.2%	4.6%	-2.9%	28.5%

Sorted by heavy-atom count (smallest number first): three of the compounds above
SMILES	DRD3 antagonist	EPAC2 antagonist	D3 ag	FUS yeast rescue	EPAC2 agonist	aSyn yeast inh	Abeta rescue	TDP-43 yeast inh
CC(C)(SC(=S)N1CCOCC1)C(=O)O	-3.5	-1.6%	4.8	0.4%	7.9%	1.1%	14.6%	-0.3%
Cn1cnc(S(=O)(=O)N2CCCC(C(=O)Nc3cccc(C#N)c3)C2)c1 (stereo unspecified)	.	.	-4.3	-2.1%	.	.	-10.7%	-10.3%
CC(C)(C)c1ccc(S(=O)(=O)NC(=O)C2(C)CCN2C(=O)C2CCCCC2)cc1 (stereo unspecified)	4.4	5.9%	4.0	?	-0.2%	0.8%	-0.6%	?

(continued)
SMILES	DRD3 antagonist	EPAC2 antagonist	D3 ag	FUS yeast rescue	EPAC2 agonist	aSyn yeast inh	Abeta rescue	TDP-43 yeast inh
Cc1c(C(=O)NCc2ccc(F)cc2)sc(=O)n1Cc1ccccc1F	-14.0	6.9%	-1.4	5.7%	6.4%	24.5%	11.3%	21.4%
COc1cc(/C=N/Nc2ccc(C(=O)O)cc2)ccc1O	4.0	-14.0%	1.0	2.3%	2.9%	-0.5%	8.6%	10.0%
O=C(CSCc1ccccc1)Nc1ccc(F)c(F)c1	5.8	-1.4%	-5.6	-5.0%	-8.0%	3.8%	22.3%	?
CN(Cc1ccccc1)C(=O)c1cccc(N2C(=O)C3CC=CCC3C2=O)c1 (stereo unspecified)	-1.3	2.0%	7.4	2.3%	-6.5%	4.8%	1.2%	4.5%
COC(=O)C(Cc1ccccc1)NC(=S)NC(=O)c1ccccc1 (stereo unspecified)	-5.9	-3.8%	-2.0	8.3%	15.7%	4.4%	23.5%	9.4%
O=C(NCc1ccccc1Cl)c1ccc2c(c1)SC1=NS(=O)(=O)CCN12	-13.1	14.2%	1.8	4.1%	7.2%	0.2%	-9.9%	-13.4%
COc1ccc(NC(=O)CCCn2c(=O)[nH]c3ccccc3c2=O)cc1	6.7	-3.6%	2.7	-1.1%	3.0%	3.3%	16.6%	0.6%
O=C(Nc1ccccn1)C1CCN(S(=O)(=O)c2ccc3c(c2)OCCCO3)CC1	-5.5	0.8%	-3.6	11.4%	8.2%	0.1%	4.9%	14.9%

A portion of the library, so the mix of outcomes need not match the whole.
